PV pol inh – poliovirus RNA polymerase inhibition; P03300; % elongation, % (compound at 16.7 µg/mL); poliovirus polymerase elongation, fluorescence polarization; stronger effect = lower value; actives 0.66% (n = 150,000); in the data active means % elongation below about 90%; further: some results filed as inactive read as strong as hits
Target sequence (P03300 1749-2209 limits assumed): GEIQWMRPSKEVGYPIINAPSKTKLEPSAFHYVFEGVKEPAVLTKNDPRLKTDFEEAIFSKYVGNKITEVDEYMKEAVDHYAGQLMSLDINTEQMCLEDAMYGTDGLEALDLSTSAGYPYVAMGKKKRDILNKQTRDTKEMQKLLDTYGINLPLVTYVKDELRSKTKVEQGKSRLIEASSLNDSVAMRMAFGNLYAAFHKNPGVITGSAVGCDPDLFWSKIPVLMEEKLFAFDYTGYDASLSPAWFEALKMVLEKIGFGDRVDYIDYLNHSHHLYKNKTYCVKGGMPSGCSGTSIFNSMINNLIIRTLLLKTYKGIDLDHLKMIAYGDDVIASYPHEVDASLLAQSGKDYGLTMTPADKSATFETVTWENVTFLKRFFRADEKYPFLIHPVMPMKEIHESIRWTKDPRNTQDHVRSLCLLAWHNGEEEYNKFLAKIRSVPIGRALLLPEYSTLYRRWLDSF
PV pol inh FP z-score – further read-out of PV pol inh, marked with its call; z-score; measured here: FP z-score; hits read low
The depositor's hits bear a star. A portion of the library; count on the stated rates, not on these rows.

mol	PV pol inh FP z-score	PV pol inh
COc1cc(NC(=O)c2nn(-c3ccc(C)cc3)c(=O)c3c2c2ccccc2n3C)cc(OC)c1OC	0.2	108
Cc1ccc2c(c1)C(c1ccccc1)N(C(=O)Cc1ccc(F)cc1)CC(=O)N2 (configuration not stated)	0.2	105
O=C(Cc1n[nH]c(=O)c2ccccc12)OCc1nnc(-c2ccc(Cl)cc2)o1	-0.4	98
Cc1cccc(-n2cnc3cc(C(=O)NC4CCCC4)ccc32)c1	0	101
CCOC(=O)CSc1nc(Nc2ccccc2)c2cnc(N3CCOCC3)nc2n1	-0.9	98
N#Cc1ccsc1NC(=O)CSc1ccccn1	0	103
CCCCNC(=O)c1cc(S(=O)(=O)N2CCCC(C)C2)ccc1F (configuration not stated)	-0.5	99
CCCC(=O)NCCc1ccc(F)cc1	0.7	105
CC(=O)NCCc1ccc(-c2csc(N)n2)cc1	-1.3	96
CSc1cccc(NC(=O)c2ccc(=O)n(C)n2)c1	-0.1	102
Cc1cccc(C(=O)NC(C(=O)O)C(C)C)c1 (configuration not stated)	1.3	106
CCCCc1nn2c(=O)cc(COC(=O)c3ccc(NC(=O)c4ccccc4Cl)cc3)nc2s1	0.1	107
CSc1ccc(Cn2cccc2C2=NC(c3ccccc3)CO2)cc1 (configuration not stated)	0.4	103
Cc1cccc(C(=O)Nc2ccc(C(=O)OCc3cc(=O)n4c(C)csc4n3)cc2)c1	-0.8	103
Cn1ccsc1=NC(=O)c1cccc(S(=O)(=O)N2CCc3ccccc32)c1	-0.1	100
CN1CCCC(C(=O)c2ccccc2)C1 (configuration not stated)	0.7	104
CC(C(=O)Nc1cccc(C#N)c1)n1nc(-c2ccccc2)c2c(c1=O)CCCC2 (configuration not stated)	1.4	111
O=C(NC1CCCCCCC1)C1CCCN(c2nc3ccccc3o2)C1 (configuration not stated)	0.2	101
Cn1cc(S(=O)(=O)N2CCCC2)cc1C(=O)NC1CCN(Cc2ccccc2)CC1	0.8	103
O=C(C1CCCN(S(=O)(=O)c2cccs2)C1)N1CCN(c2ccccc2F)CC1 (configuration not stated)	1.2	110
O=C1C2=C(Nc3ccccc3SC2c2ccc(Cl)c(Cl)c2)c2ccccc21 (configuration not stated)	1.3	112
COc1ccc(-n2nc(C(=O)NCC(=O)N3CC(C)CC(C)C3)c3ccccc3c2=O)cc1 (configuration not stated)	2.1	104
CC(C)C(NC(=O)Cc1ccc(S(=O)(=O)N2CCOCC2)s1)c1nc2ccccc2[nH]1 (configuration not stated)	0.4	106
CCn1cc(C(=O)NCc2ccccc2)c(=O)c2cc(S(=O)(=O)N3CCOCC3)ccc21	-0.6	101
c1ccc(-c2cc(-c3ccco3)no2)cc1	0.4	107
O=C(OCC(=O)N1CCCCC1)c1cc(-c2ccccc2)nc2ccccc12	1.7	105
O=C(c1csc2c1CCCCC2)N1CCN(c2ccccc2)CC1	-0.3	101
CC1CCc2ccc(F)cc2N1S(=O)(=O)c1cccs1 (configuration not stated)	1.1	103
Cc1ccc(CSC2=Nc3ccccc3C3=NC(CC(=O)NCc4cccs4)C(=O)N23)c(C)c1 (configuration not stated)	-0.6	104
CCc1nn2c(=O)cc(COC(=O)c3ccc(NC(=O)COc4ccccc4C)cc3)nc2s1	1.7	113
Cc1csc2nc(COC(=O)c3ccccc3NC(=O)c3cccc(Br)c3)cc(=O)n12	0.5	108
O=C(CCc1nc2cccnc2n1Cc1cccs1)Nc1cccc(Cl)c1	-0.3	103
COc1ccc(C2CC(=O)Nc3c2c(C)nn3-c2nncc(-c3ccc(C)cc3)n2)c(OC)c1OC (configuration not stated)	-0.2	105
Cc1cc(NC(=O)CN(Cc2ccccc2)S(=O)(=O)/C=C/c2ccccc2)no1	1.1	109
Cc1cc(C)cc(NC(=O)c2cc(S(=O)(=O)N3CCCC3)ccc2F)c1	-1.2	102
CCN(CC)S(=O)(=O)c1ccc(Cl)c(C(=O)OC)c1	0.7	102
Cc1cccc(NC2=NCC(C)S2)c1C (configuration not stated)	-0.4	99
Cc1ccc(C)c(N2CCN(CCCNC(=O)Nc3cc(Cl)ccc3C)CC2)c1	0.3	104
CCOC(=O)c1cc(-c2ccccc2)n(-c2cccc(C(=O)Nc3cccc(C)c3)c2)c1C	0.7	108
O=C(NCc1ccc(Cl)cc1)c1cc2ccccc2nc1Cl	-0.9	99
CC(C)C(NC(=O)c1ccco1)C(=O)N1CCC(Cc2ccccc2)CC1 (configuration not stated)	0	104
CC1(C)CC2CC(C)(CN2C(=O)CSc2nc3ccccc3c(=O)[nH]2)C1 (configuration not stated)	0.2	104
Cc1ccc(CN(C(=O)c2ccc(C(C)(C)C)cc2)c2ccccn2)o1	-0.3	103
Cc1cccc(-c2nc(C)c(CCNC(=O)C(C)(C)C)s2)c1	0.5	102
Cc1nn(-c2ccccc2)c(C)c1P(=Nc1ccc(Br)cc1)(N1CCOCC1)N1CCOCC1	0.3	103
CC(C)CC1(C(=O)O)NC(c2ccccc2O)C2C(=O)N(C(C)C)C(=O)C21 (configuration not stated)	1.4	112
CC(C)(C)N(Cc1ccccc1)C(=O)CSc1nc2c(cnn2-c2ccccc2)c(=O)[nH]1	-0.2	99
O=C(COCc1nc2ccccc2s1)Nc1ccc(-c2nnc3n2CCCCC3)cc1	-1.7*	89*
COc1cccc(N(CC(=O)N2CCC(C(N)=O)CC2)S(C)(=O)=O)c1	-0.6	101
CCOc1ccc(NS(=O)(=O)c2c(C)nc3sc(C)c(C)n3c2=O)cc1	0.2	107

Random excerpt: 4 records from the list.
mol	PV pol inh FP z-score	PV pol inh
CC(C)CC1(C(=O)O)NC(c2ccccc2O)C2C(=O)N(C(C)C)C(=O)C21 (configuration not stated)	1.4	112
Cc1nn(-c2ccccc2)c(C)c1P(=Nc1ccc(Br)cc1)(N1CCOCC1)N1CCOCC1	0.3	103
CC(C)(C)N(Cc1ccccc1)C(=O)CSc1nc2c(cnn2-c2ccccc2)c(=O)[nH]1	-0.2	99
CCOc1ccc(NS(=O)(=O)c2c(C)nc3sc(C)c(C)n3c2=O)cc1	0.2	107

Next section:
mol	PV pol inh FP z-score	PV pol inh
Cc1ccc(S(=O)(=O)c2nc(-c3cccs3)oc2N2CCC(C)CC2)cc1	0.2	105
N#Cc1c(/N=C/c2ccco2)sc2c1CCCC2	0	100
CCC1(C)N=c2c(c(=O)n(C)c(=O)n2C)=NO1 (configuration not stated)	-0.2	100
Cc1noc(C)c1S(=O)(=O)N1CCC(C(=O)Nc2ccc(Br)cc2)CC1	-0.2	111
CCNc1cc(N(C)CCO)c2noc3c2c1C(=O)c1ccccc1-3	-4.3	75
N#Cc1ccc(COC(=O)c2ccc3c(c2)OCCO3)cc1	0	104
CCOc1ccc(OCCOC(=O)c2cnc(C)cn2)cc1	0.2	105
Cn1nc(-c2ccc(C(=O)Nc3cccc(C(F)(F)F)c3)cc2)c2ccccc2c1=O	-0.2	103
CCn1nnnc1SCC(=O)c1ccc(C)cc1C	-0.9	99
CC(=O)N1c2ccccc2N=C(c2ccc(C)cc2)CC1c1ccccc1 (configuration not stated)	0.4	104
COc1ccc(C)cc1NC(=O)C(Cc1ccccc1)NS(=O)(=O)c1cccs1 (configuration not stated)	-1.5	101
N=C1c2ccccc2CN1c1ncc(C(F)(F)F)cc1Cl	0.1	103
CCc1cccc(C)c1NC(=O)c1cnn(-c2ccc(F)cc2)c1-n1cccc1	-0.3	106
Cc1cccc(N2C(=O)CC(Sc3nccc(C)n3)C2=O)c1 (configuration not stated)	0	101
Cc1cccc(NC(=O)c2c(C)cc(C)nc2SCC(=O)c2ccccc2)c1	0.7	110
COc1ccc(-c2cc(=O)c3c(O)c(OC)c(OC)c(OC)c3o2)cc1	0.3	100
CSc1nc(-c2ccc(C(C)(C)C)cc2)c(C#N)c(=O)[nH]1	-1.5	99
O=c1[nH]c(=O)n(-c2ccc(F)cc2)c(O)c1C=Nc1ccccc1	1.9	123
COc1cc2c(cc1OC)CN(c1ncnc3c1oc1ccccc13)CC2	0.2	103
COC(=O)C1=NNC2C(=O)N(c3ccccc3C(F)(F)F)C(=O)C12 (configuration not stated)	0.8	104

Profiles, looked up by structure. Order of screens: PV pol inh FP z-score, PV pol inh
`CCn1nnnc1SCC(=O)c1ccc(C)cc1C` as listed: -0.9, 99
`Cc1cccc(-n2cnc3cc(C(=O)NC4CCCC4)ccc32)c1` as listed: 0, 101
`CC1CCc2ccc(F)cc2N1S(=O)(=O)c1cccs1` (configuration not stated) as listed: 1.1, 103
`CCN(CC)S(=O)(=O)c1ccc(Cl)c(C(=O)OC)c1` as listed: 0.7, 102
`Cc1ccc(CN(C(=O)c2ccc(C(C)(C)C)cc2)c2ccccn2)o1` as listed: -0.3, 103

(more compounds)
mol	PV pol inh FP z-score	PV pol inh
CCOc1ccc(-n2c(SCC(=O)N(C)C3(C#N)CCCCC3)nc3ccccc32)cc1	-0.2	102
CCc1cc2c(cc3c(=O)n(CCCC(=O)NCc4cccc(Br)c4)ncn32)s1	0.6	108
O=C(CNCc1ccccc1F)NC(=O)Nc1ccc2c(c1)OCCO2	-0.1	99
COc1ccc(CCNC(=O)CCc2c(C)c3cc4c(C)coc4cc3oc2=O)cc1	0.3	108
COc1ccccc1C(=O)OCc1cc(=O)n2nc(C3CC3)sc2n1	1.3	113
CCCN(C(=O)c1ccc(=O)n(C)n1)S(=O)(=O)c1ccc(Cl)cc1	-0.2	100
CCC(N)CC12CC3CC(CC(C3)C1)C2 (configuration not stated)	0.2	102
O=c1c2[nH]c3ccccc3c2ncn1CCCN1CCCC1	0.5	104
FC(F)(F)c1cc(N2CCN(c3ccccc3)CC2)c2cccc(Cl)c2n1	0.9	104
CCOC(=O)c1ccc(NC(=O)C2Cc3ccccc3C(=O)O2)cc1 (configuration not stated)	-0.6	103
O=C(Nc1ccc2c(c1)OCO2)c1cccn(Cc2cccc([N+](=O)[O-])c2)c1=O	-0.5	103
CC(C)OC(=S)Nc1cccc(Cl)c1	-0.4	101
CCn1cc(C(=O)N(C)Cc2ccccc2)c(=O)c2cc(S(=O)(=O)N3CCc4ccccc4C3)ccc21	0	104
Cc1ccc(Cn2c(C(=O)O)c(CNC3CCCCC3)c3ccc(C)cc32)cc1	-0.1	107
CCC(C)c1ccccc1OCC(=O)Nc1ccc(S(=O)(=O)Nc2cc(C)on2)cc1 (configuration not stated)	0.6	107
Cc1c(C(=O)Nc2ccc(F)c(F)c2)oc2ccc(S(=O)(=O)N(C)C3CCCCC3)cc12	0.3	112
O=C(O)COCC(=O)Nc1ccc(Br)cc1	-0.5	98
COc1ccc(-c2nc(CN3C(=O)CN=C(c4ccccc4)c4ccccc43)c(C)o2)cc1	0.6	110
N#Cc1c(SCC(=O)Nc2nccs2)nsc1SCC(=O)Nc1nccs1	0.1	102
Cc1ccc(Nc2cc(Nc3ccccc3)ncn2)cc1	0.4	102
COC(CNc1cc(C)nc2c(-c3ccc(Cl)cc3)c(C)nn12)OC	-0.7	99
O=C(COc1ccc(S(=O)(=O)N2CCCC2)cc1)N1CCCC1	-0.5	100
COc1ccc(OC)c(NC(=O)C2CCN(S(=O)(=O)c3c(C)noc3/C=C/c3ccc(C)cc3)CC2)c1	0.8	109
C=C(C)c1cccc(C(C)(C)NC(=O)N2CCN(c3ccc(OC)cc3)CC2)c1	-0.2	101
Clc1ccccc1Cn1cccc1C1=NC(Cc2ccccc2)CO1 (configuration not stated)	-0.2	108
O=C1S/C(=C\c2ccc(Cl)cc2)C(=O)N1Cc1ccccc1	-0.2	101
O=C(Nc1nncs1)c1ccco1	-0.1	100
Cn1ccsc1=NC(=O)Cc1ccc(Cl)c(Cl)c1	2.2	118
NS(=O)(=O)c1ccc(NC(=O)/C=C/c2ccccc2)cc1	0.1	102
COc1cccc(C(=O)COc2ccc3ccc(=O)oc3c2)c1	-0.2	100
CCCN(Cc1cc2cccc(C)c2[nH]c1=O)C(=O)c1cc(OC)c(OC)c(OC)c1	1	105
C=CCNc1nc(Nc2ccc(-c3nc4ccccc4o3)cc2)nc(N2CCOCC2)n1	0	102
CCN(CC)C(=O)COCC1CCCN2CCCCC12 (configuration not stated)	-0.5	100
CCOc1ccccc1NC(=O)C(C)CC (configuration not stated)	-0.3	99
Cc1ccc(-c2cnc(NCc3ccc(C(F)(F)F)cc3)n2C)cc1	-0.7	101
CCOc1ccc(/C=C/c2nc(C#N)c(NCCc3ccccc3)o2)cc1	0.9	112
CCOC(=O)N1CCN(C(=O)Cn2cnc3c(nnn3-c3cccc(Cl)c3)c2=O)CC1	0.7	102
CC(C)(CO)NC(=S)NC1CC1	0.5	104
CCN(CC)c1ccc(CNc2ccc3c(c2)ncn3C)cc1	-0.7	99
CCN(Cc1ccc(Cl)s1)Cn1c(CO)nc2ccccc21	0.4	104
O=C(NCc1ccccc1)c1ccc(CSc2nc3cccnc3n2Cc2ccccc2F)cc1	-1.5	100
Cc1ccc(N(C(=O)NC2CCCCC2)C2=NCCCCC2)cc1	0.1	102
CCN(CC)c1ccc(CNS(=O)(=O)c2cc3c(cc2C)NC(=O)CO3)cc1	-1	103
Cc1csc(SCC(=O)c2ccc(S(=O)(=O)N3CCCCC3)cc2)n1	0.5	106
C=CCNc1sc(C(=O)C(C)(C)C)c(N)c1C#N	1.1	104
O=C(c1cc(-c2ccccc2O)no1)N1CCOCC1	-0.6	102
O=c1[nH]c2ccc(N=Cc3cc(Br)c(O)c(Br)c3O)cc2[nH]1	0.4	101
NC(=O)c1nn(CC(=O)N2CCCN(S(=O)(=O)c3ccc(F)cc3)CC2)c(=O)c2ccccc12	-0.9	94
